POLH inh: qHTS for Inhibitors of Polymerase Eta. hit rate 1.2% among 390,000. DNA polymerase eta (Homo sapiens), Q9Y253. recombinant Pol eta, fluorescent DNA replication assay. Potency, µM (doses to about 114 µM), for the others: at the top dose activity change, negative = inhibition, most hits filed as inhibitors. AID 588591, 2011; further: on the % scale 0 is the no-effect control and ±100 the full control effect
Target sequence (Q9Y253 whole entry, looked up): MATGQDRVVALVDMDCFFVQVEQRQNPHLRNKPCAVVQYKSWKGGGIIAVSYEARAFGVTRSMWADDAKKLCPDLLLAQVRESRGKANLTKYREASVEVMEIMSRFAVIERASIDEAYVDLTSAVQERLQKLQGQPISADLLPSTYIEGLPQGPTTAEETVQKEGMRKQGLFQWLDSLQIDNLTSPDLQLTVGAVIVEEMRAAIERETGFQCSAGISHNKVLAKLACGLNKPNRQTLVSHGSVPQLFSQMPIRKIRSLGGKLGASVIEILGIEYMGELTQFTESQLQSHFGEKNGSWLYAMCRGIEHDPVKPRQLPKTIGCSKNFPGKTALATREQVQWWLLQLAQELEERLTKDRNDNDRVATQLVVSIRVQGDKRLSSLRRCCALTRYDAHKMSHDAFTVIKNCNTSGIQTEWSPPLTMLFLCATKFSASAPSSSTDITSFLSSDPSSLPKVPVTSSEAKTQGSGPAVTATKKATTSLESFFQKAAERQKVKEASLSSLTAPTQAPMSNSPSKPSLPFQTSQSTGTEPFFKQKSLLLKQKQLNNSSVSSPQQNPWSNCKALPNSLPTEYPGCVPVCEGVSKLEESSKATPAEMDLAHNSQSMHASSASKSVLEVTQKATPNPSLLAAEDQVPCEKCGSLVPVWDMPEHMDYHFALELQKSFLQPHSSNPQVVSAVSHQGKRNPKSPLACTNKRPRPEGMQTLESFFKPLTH
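Pol eta at 10 nM preincubated with compounds 15 min at room temperature; reaction started with fluorescent substrate (50 nM final) and read kinetically at 0 and 10 min.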
POLK inh: qHTS for Inhibitors of Polymerase Kappa | DNA polymerase kappa (Homo sapiens), Q9UBT6 | hit rate 0.53% among 400,000 | purified Pol kappa, fluorescent DNA synthesis assay, 10 min | Potency, µM (doses to about 107 µM), without a hit: at the top dose activity, negative = inhibition, most hits filed as inhibitors; further: on the % scale 0 is the no-effect control and ±100 the full control effect
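10 nM Pol kappa preincubated 15 min at room temperature with compounds, then reaction started with substrate at 50 nM final. Fluorescence read kinetically at 0 and 10 min; buffer-only wells served as negative control.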
BAZ2B block: qHTS Assay for Inhibitors of BAZ2B | Potency, µM (titrated, usually from 114 µM), without a hit: at the top dose activity change, negative = inhibition, hits mostly inhibitors | Bromodomain adjacent to zinc finger domain protein 2B (Homo sapiens), Q9UIF8 | AlphaScreen BAZ2B-H3K14Ac peptide displacement | hit rate 4.4% among 360,000 | AID 504333, 2011; further: on the % scale 0 is the no-effect control and ±100 the full control effect; nearly all actives have a fitted effect of over 60% in size
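AlphaScreen luminescence quantifies BAZ2B engagement of H3K14Ac peptide; the protein and biotinylated peptide are both at 50 nM final, buffer PBS pH 7.4 with 0.01% Tween-20, all steps at room temperature.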
Pol beta inh: qHTS Assay for Inhibitors of DNA Polymerase Beta; Potency, µM (doses to about 114 µM), without a hit: top-dose activity change, negative = inhibition, most hits filed as inhibitors; hit rate 1.3% among 340,000; Pol beta primer extension/strand displacement, fluorescence kinetic; P06746; further: on the % scale 0 is the no-effect control and ±100 the full control effect
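Human Pol beta at 10 nM; strand-displacement substrate 50 nM final. Compound exposure 15 min at room temperature before start, reaction 10 min at room temperature.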
Pol iota inh: qHTS for Inhibitors of Polymerase Iota | Pol iota fluorescent replication assay, 10 min | AID 588590, 2011 | hit rate 1% among 390,000 | Potency, µM (series often up to 115 µM), without a hit: at the top dose activity, negative = inhibition, most hits filed as inhibitors | DNA polymerase iota (Homo sapiens), Q9UNA4
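Fluorescent replication assay read twice, at 0 min and 10 min after adding 50 nM (final) substrate. Enzyme (10 nM) and compounds were first incubated 15 min at room temperature; enzyme-free buffer wells were negative controls.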
Anesthetic bind: qHTS Assay for Identification of Novel General Anesthetics. apoferritin/1-aminoanthracene competitive binding, fluorescence. Potency, µM (highest dose often 77.5 µM), for inactives: top-dose activity change, negative = displacement, usual class: inhibitors. hit rate 0.074% among 350,000. AID 485281, 2010; further: on the % scale 0 is the no-effect control and ±100 the full control effect; nearly all actives have a fitted effect of over 20% in size
Target sequence (P02791 2-175 limits assumed): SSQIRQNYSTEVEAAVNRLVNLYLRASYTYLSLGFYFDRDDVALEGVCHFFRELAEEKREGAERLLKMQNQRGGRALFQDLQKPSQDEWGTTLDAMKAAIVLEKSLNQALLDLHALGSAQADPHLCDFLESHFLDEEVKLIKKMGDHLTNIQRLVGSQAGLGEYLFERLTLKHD
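Steps: apoferritin (10 uM) was premixed with half-saturated 1-AMA in PBS, compounds were pin-transferred, plates stood 10 min at room temperature, fluorescence was read at 380/535 nm, and curves were fitted with a Hill equation.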
G9a block: qHTS Assay for Inhibitors of Histone Lysine Methyltransferase G9a. G9a H3K9 monomethylation, AlphaScreen, 2 h. Potency, µM (doses to about 102 µM), inactives show at the top dose activity, negative = inhibition, actives largely listed as inhibitors. AID 504332, 2011. hit rate 8.8% among 350,000. Histone-lysine N-methyltransferase EHMT2 (Homo sapiens), Q96KQ7; further: on the % scale 0 is the no-effect control and ±100 the full control effect; nearly all actives have a fitted effect of over 75% in size
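AlphaScreen detection with an anti-monomethyl H3K9 antibody quantified product after a 2 h room-temperature reaction containing 500 nM biotinylated H3K9 peptide, 20 µM SAM and 20 nM enzyme, which had been preincubated 15 min with compound.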
APEX1 inh: qHTS Assay for Inhibitors of the Human Apurinic/apyrimidinic Endonuclease 1 (APE1); DNA repair nuclease/redox regulator APEX1 (Homo sapiens), P27695; recombinant APE1, TAMRA/BHQ-2 abasic DNA cleavage fluorescence; Potency, µM (doses to about 65.8 µM), without a hit: top-dose activity change, negative = inhibition, usual class: inhibitors; hit rate 0.35% among 350,000;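 further: plate controls were vehicle for no effect and reference inhibitor for full effect; nearly all actives have a fitted effect of over 55% in size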
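APE1 at 0.75 nM preincubated 15 min at room temperature with compound. Reaction then started with 50 nM double-stranded THF-abasic substrate labelled with TAMRA/BHQ-2, and 525/598 nm fluorescence read kinetically. Activity taken as third-minus-first read difference, normalized to DMSO and NSC13755 controls.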
BLM inh: qHTS Assay for Inhibitors of Bloom's syndrome helicase (BLM); RecQ-like DNA helicase BLM (Homo sapiens), P54132; recombinant BLM DNA unwinding, fluorescence dequenching; Potency, µM (titrated, usually from 56.1 µM), for the others: at the top dose activity change, negative = inhibition, most hits filed as inhibitors; hit rate 0.2% among 350,000; AID 2528, 2010;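 further: plate controls were vehicle for no effect and no enzyme for full effect; nearly all actives have a fitted effect of over 35% in size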
* marks the source's active call; other numbers are inactive results; ? = inconclusive; . = no result given; & = joins results of further samples; [ ] = another dose, or the depositor's remark. The call rests on the fitted dose curve; in most records, active means well fitted curve in the direction sought with a large enough effect; inconclusive means small, poorly fitted or top-dose-only effect, or another doubt; inactive means no such curve, though single readings can be large; an effect the other way counts as inactive or inconclusive. Potency means the concentration at half of the fitted maximal effect.

Each structure is followed by: BLM inh | G9a block | BAZ2B block | APEX1 inh | Pol iota inh | Pol beta inh | Anesthetic bind | POLK inh | POLH inh
#1 COc1cccc(CNS(=O)(=O)c2ccc3c(c2)CC(C)N3C(C)=O)c1 (centres undefined)
→ -1% | 4% | -19% | 3% | -7% | 11% | 5% | -1% | -8%
#2 O=C(Nc1ccc2c(c1)CCCN2C(=O)c1cccs1)c1c(F)cccc1F
→ -4%&-1% | 10%&-9%[59 µM] | -6%&29% | -12% | -12%&-8% | -12%&1% | -9%&-19% | -10% | -6%&-13%
#3 Cc1cc(=O)oc2cc(OCc3ccc(C(=O)OCC(=O)Nc4ccccc4OC(F)F)cc3)ccc12
→ -10% | -8%[59 µM] | 1% | -1% | -3% | 16% | -8% | -3% | -4%
#4 CCN(C(=O)c1cc2c(s1)-c1c(C)cccc1OC2)c1cc(C)ccc1C
→ -10% | 88%[activator][59 µM] | 53%[activator] | . | 14% | 3% | 53%[activator] | -1% | -18%
#5 C=CCOC(=O)C1=C(C)OC(N)=C(C#N)C1c1ccc2c(c1)OCO2 (centres undefined)
→ -10% | ? | -27% | 3% | 11% | ? | 8% | -6% | -23%
#6 O=Cc1c(-[n+]2ccccc2)nc([O-])n1-c1ccccc1
→ 0% | ? | 4% | 5% | 25% | 1% | -3% | 0% | -8%
#7 COCCn1nnnc1C(c1ccccc1)N1CCN(C)CC1 (centres undefined)
→ 0% | ? | -34% | -1% | -1% | -1% | -5% | -10% | 1%
#8 Cc1ccc(NC(=O)Cn2nnc3sc4c(c3c2=O)CCCC4)c(C)c1
→ -5% | -12%[59 µM] | -1% | . | -2% | -2% | -11% | -1% | 3%
#9 O=C(COC(=O)[C@H](Cc1ccccc1)NC(=O)c1ccco1)Nc1ccccc1OC(F)F
→ . | . | . | -4% | -2% | . | . | -22% | -24%
#10 c1ccc2c(N3CCOCC3)nc(N3CCOCC3)nc2c1
→ 6% | ? | -1% | 4% | ? | -13% | 63%[activator] | -5% | 5%
#11 COc1ccc2cc(C3c4cc(OC)c(OC)cc4CCN3C(=O)c3ccco3)c(=O)[nH]c2c1 (centres undefined)
→ -2% | ? | -30% | 7% | 0% | 4% | -10% | -15% | 2%
#12 CC1(C)Cc2c(cnn2-c2ccccc2)-c2c1c1ccccc1n2CC(O)CCl (centres undefined)
→ -15% | ? | ? | -1% | -2% | -1% | -8% | -18% | -2%
#13 O=C1c2ccccc2C(=O)N1CCSc1n[nH]c(=S)s1
→ -4% | 1.3µM* | ? | 0% | 16% | -3% | -9% | -2% | -20%
#14 Oc1ccc(Cl)cc1CNn1cnnc1
→ -5% | -1% | -15% | -1% | 117%[activator] | 0% | -1% | -1% | -21%
#15 CCN(CC)S(=O)(=O)c1ccc(C(=O)Nc2ncn(Cc3ccccc3)n2)cc1
→ 1% | 48%[12.7 µM] | -7% | -1% | -11%[58.9 µM] | 9% | -23% | -8% | -7%
#16 CCc1ccc(C(c2ccc(CC)cc2)C(Cl)Cl)cc1
→ . | 4%[0.501 µM] | 245%[activator] | 0%&-1% | 11% | . | . | -21% | -15%
#17 O=c1c2c3c(sc2n2cnnc2n1Cc1ccccc1)CN(Cc1ccccc1)CC3
→ -8% | ? | -37% | 3% | 11% | 16% | -20% | -2% | ?
#18 CCOc1ccccc1NC(=O)C(=O)N/N=C/c1ccc([N+](=O)[O-])cc1
→ -1% | -1% | -10% | 11% | 47%[activator] | 41% | -5% | 3% | -11%
#19 C[C@H](NC(=O)N1CCn2c1nc1ccccc12)C(=O)NCC1CCCO1 (some centres undefined)
→ 1% | 10% | -24% | 30% | 24% | 18% | -6% | 9% | -8%
#20 COc1ccc(-c2nc(CSCC(=O)N3CCN(c4ccc(OC)cc4)CC3)c(C)o2)cc1
→ -1% | 11µM* | 35µM* | . | 5% | 4% | -7% | -6% | -7%
#21 O=C(CCCSc1nnc(-c2cccs2)n1CC1CCCO1)c1ccccc1 (centres undefined)
→ -5% | -45%[2.33 µM] | -5% | 2% | 0% | 9% | ? | -7% | -13%
#22 COc1ccccc1NC(=O)C1=C(C)NC(=O)NC1c1cccs1 (centres undefined)
→ -13% | -23% | -8% | -2% | -26% | ? | -3% | -5% | -15%
#23 COCCCn1cc(C(=O)c2ccccc2OCC(=O)Nc2cccc(F)c2)cc(C#N)c1=O
→ -2% | 82%[activator] | 4% | -6% | 59%[activator] | 0% | -20% | 1% | -15%
#24 CC(=O)c1cc(-c2ccccc2)n(CC(=O)Nc2cccc(C)c2)c1C
→ -1% | -7% | -7% | -9% | -6% | 77% | -15% | -5% | 0%
#25 Cc1ccccc1S(=O)Cc1ccc(C(=O)NC2CC2)o1 (centres undefined)
→ 0% | 33% | -13% | 38% | 3% | -11% | -7% | 0% | -12%
#26 O=[N+]([O-])c1cccc(C(=Nc2ccc(Cl)cc2)NO)c1
→ -6% | ? | -6% | 7% | 4% | -7% | -14% | -4% | -19%
#27 O=C1CN(C(=O)CSc2nncs2)c2ccccc2N1
→ 0% | 3% | . | 13% | 26% | 17% | -1% | 1% | -6%
#28 CN(c1ccc(OCC(=O)OCC(=O)Nc2ccccc2)cc1)S(=O)(=O)c1cccs1
→ -2% | 39%[59 µM] | -1% | 2% | 139%[activator] | 46% | 65% | -11% | -7%
#29 Cc1ccc(O)c(/C=N/NC(=O)C2=NNC(c3ccccc3)(c3ccccc3)C2)c1
→ -2% | ? | -14% | 35%[activator] | . | 12% | -11% | . | .
#30 CSC1=C(C#N)C2(CCCC2)C(C#N)=C(N)N1
→ -3% | ? | 5% | -3% | . | 8% | -18% | . | .

Full records as entered above. Order of screens: BLM inh, G9a block, BAZ2B block, APEX1 inh, Pol iota inh, Pol beta inh, Anesthetic bind, POLK inh, POLH inh
Profile of O=c1c2c3c(sc2n2cnnc2n1Cc1ccccc1)CN(Cc1ccccc1)CC3 = -8%, ?, -37%, 3%, 11%, 16%, -20%, -2%, ?
Profile of O=C1CN(C(=O)CSc2nncs2)c2ccccc2N1 = 0%, 3%, ., 13%, 26%, 17%, -1%, 1%, -6%
Profile of CSC1=C(C#N)C2(CCCC2)C(C#N)=C(N)N1 = -3%, ?, 5%, -3%, ., 8%, -18%, ., .
Profile of CCOc1ccccc1NC(=O)C(=O)N/N=C/c1ccc([N+](=O)[O-])cc1 = -1%, -1%, -10%, 11%, 47%[activator], 41%, -5%, 3%, -11%

Continuation:
Each structure is followed by: BLM inh | G9a block | BAZ2B block | APEX1 inh | Pol iota inh | Pol beta inh | Anesthetic bind | POLK inh | POLH inh
#31 CCn1c(C(=O)N2CCCC(C(=O)O)C2)cc2sccc21 (centres undefined)
→ 5% | 18%[59 µM] | 12% | 11% | -15% | 8% | 5% | -2% | -8%
#32 CCOc1ccc2[nH]c(=O)c(CN(CC3COCCO3)C(=O)c3ccc(C)cc3)cc2c1 (centres undefined)
→ 3% | 7% | -5% | 3% | 20% | 10% | -4% | -9% | -10%
#33 Cc1ccc(C)c(OCCC(=O)OCC(=O)NCCc2ccc(S(N)(=O)=O)cc2)c1
→ . | -12% | 1% | 7% | 14% | . | . | -10% | -18%
#34 O=C(NCc1ccc(-c2nc3ccccc3s2)cc1)c1ccco1
→ 2% | 1% | 10% | 2% | 31%[activator] | 4% | -7% | -5% | -3%
#35 O=C(Nc1ccc(Sc2ccc(Br)cc2)cc1)c1ccco1
→ ? | 37%[0.501 µM] | -27%[57.1 µM] | -1% | ? | -22% | ? | -7% | -6%
#36 COC(=O)COc1ccc2c(c1)O/C(=C\c1cccc([N+](=O)[O-])c1)C2=O
→ -1% | 17% | -1% | -16% | -13% | ? | -3% | 11% | -5%
#37 Cc1cccc(NC(=O)CS(=O)(=O)c2c[nH]c3ccccc23)c1C
→ 3% | 4%[2.33 µM] | 12% | 6% | 15% | 21% | -11% | -12% | -13%
#38 Clc1ccc(-c2nnc(-c3ccco3)o2)cc1
→ -1% | -7%[12.7 µM] | 3% | -7% | -1% | 1% | -11% | -5% | 4%
#39 CCn1cnc2cc(NCc3ccc(C)cc3)ccc21
→ -4% | 1.6µM* | ? | -10% | 22% | 32% | -16% | -6% | -8%
#40 COc1ccc(/C=N/NC(=O)c2nn(C)cc2Br)cc1CSCc1ccco1
→ -8% | -28% | ? | 29% | 3% | 30% | -7% | -15% | -14%
#41 CCCCc1nc2sc3c(c2c(=O)[nH]1)CCC3
→ -7% | 5% | 8% | 1% | 0% | -1% | -8% | -1% | -15%
#42 C=CCc1ccc(OCC(O)CN2CCCCC2)c(OC)c1 (centres undefined)
→ -1% | ? | -2% | 2% | 12% | 7% | -10% | 6% | 9%
#43 CCCOc1ccc(C(=O)Nc2c(C(=O)c3ccc(C)cc3)oc3ccccc23)cc1
→ -1% | 5%[59 µM] | 5% | . | 32%[activator] | -2% | -5% | -1% | -20%
#44 CCOc1ccc(-n2c(=O)c3sc4ccccc4c3n(Cc3ccc(F)cc3)c2=O)cc1
→ -3% | 2%[59 µM] | -17% | . | 11% | 25% | -15% | -7% | -11%
#45 COc1ccc(OC)c(N2C(=NC(=O)C3CCCCC3)SC3CS(=O)(=O)CC32)c1 (centres undefined)
→ -3% | 5%[59 µM] | -8% | -3% | -26% | 33%[activator] | -2% | 5% | -7%
#46 CN(Cc1cnn(-c2ccccc2)c1)C(=O)C1CCC(=O)N(C2CC2)C1 (centres undefined)
→ 0% | 56%[activator] | 4% | 1% | -9% | 25% | -5% | -1% | -11%

This is a subset; count on the stated rates, not on these rows.
